Screening results from PubChem.
HCV core dimer – blocks dimerization of HCV core protein; AID 1899; hit rate 0.33% among 300,000; TR-FRET GST/Flag-core106 dimerization, 1536-well; inhibition, % at 5 µM;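 active = inhibition above the mean of all tested compounds plus 3 SD, set per screening campaign, cut at about 45% in these data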
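Material: Tagged HCV core106 pair (GST and Flag) | Amount: GST-core106 13.5 nM, Flag-core106 17 nM | Medium: KF-containing HEPES buffer, pH 7.45, DTT, CHAPS, BSA | Reagent: Eu donor and XL665 acceptor anti-tag antibodies | Schedule: 4 h at 22.5 °C | Technique: Time-resolved FRET, ex 340 nm, em 617 and 671 nm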
ZTA counter – blocks Epstein-Barr virus ZTA, an EBNA-1 counter-screen; ZTA-DNA binding, fluorescence polarization; inhibition, % at 11 µM; hit rate 0.15% among 320,000; AID 2234; in the data active = inhibition above about 33%
Target sequence (P03206 whole entry, looked up): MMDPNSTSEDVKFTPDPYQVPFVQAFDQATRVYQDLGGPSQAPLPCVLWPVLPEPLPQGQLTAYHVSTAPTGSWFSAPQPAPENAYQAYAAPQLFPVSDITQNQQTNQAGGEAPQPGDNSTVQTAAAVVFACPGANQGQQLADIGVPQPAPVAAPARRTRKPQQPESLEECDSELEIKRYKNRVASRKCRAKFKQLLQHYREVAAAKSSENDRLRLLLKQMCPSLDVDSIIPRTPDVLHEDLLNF
TPT1 inhibitor – C. albicans TPT1 enzyme inhibition; AID 1962; hit rate 0.81% among 300,000; inhibition, % at 5 µM; recombinant caTPT1, FP RNA substrate dephosphorylation;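 active = inhibition above the mean of all tested compounds plus 3 SD, set per screening campaign, cut at about 24% in these data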;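 note: plate controls were DMSO alone for no effect and ferristatin control at 100 nM for full effect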
PREPL inh – inhibitors of human prolyl oligopeptidase-like enzyme PREPL; inhibition, % at 5.96 µM; AID 2751; Q4J6C6; recombinant PREPL, fluorescence polarization activity-based probe; hit rate 0.68% among 320,000; in the data active = inhibition above about 43%;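 note: 0% = enzyme with DMSO and 100% = wells lacking enzyme; many of its hits are not listed in these tables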
PP5 primary – blocks human protein phosphatase 5 activity; P53041; purified PP5c, OMFP substrate fluorescence; inhibition, % at 6.7 µM; hit rate 0.18% among 320,000; AID 1987;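 active = inhibition above the campaign's mean inhibition across all tested compounds plus 3 SD, cut at about 9.5% in these data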;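 note: 0% = DMSO only and 100% = 100 µM cantharidin control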
Target sequence (P53041 whole entry, looked up): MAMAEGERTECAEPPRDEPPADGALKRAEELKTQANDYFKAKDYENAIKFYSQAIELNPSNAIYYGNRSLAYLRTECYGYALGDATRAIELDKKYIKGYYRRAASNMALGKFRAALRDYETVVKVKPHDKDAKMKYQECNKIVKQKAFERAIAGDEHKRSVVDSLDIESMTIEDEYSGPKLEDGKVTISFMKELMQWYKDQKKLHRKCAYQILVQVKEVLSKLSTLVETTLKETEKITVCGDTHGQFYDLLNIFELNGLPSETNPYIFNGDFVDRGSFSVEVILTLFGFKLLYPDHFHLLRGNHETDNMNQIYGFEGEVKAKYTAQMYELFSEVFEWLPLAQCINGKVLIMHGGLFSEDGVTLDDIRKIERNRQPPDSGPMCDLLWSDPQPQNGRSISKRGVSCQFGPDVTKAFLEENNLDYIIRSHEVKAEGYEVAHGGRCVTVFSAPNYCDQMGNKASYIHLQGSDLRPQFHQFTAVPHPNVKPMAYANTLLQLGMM
PP1 counter – PP1-alpha (human) inhibition in PP5 counter-screen; P62136; purified PP1alpha, OMFP fluorescence; inhibition, % at 6.7 µM; hit rate 0.9% among 320,000;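 active = inhibition above the mean inhibition of all tested compounds plus 3 SD, computed separately for each screening campaign, cut at about 15% in these data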
Target sequence (P62136 whole entry, looked up): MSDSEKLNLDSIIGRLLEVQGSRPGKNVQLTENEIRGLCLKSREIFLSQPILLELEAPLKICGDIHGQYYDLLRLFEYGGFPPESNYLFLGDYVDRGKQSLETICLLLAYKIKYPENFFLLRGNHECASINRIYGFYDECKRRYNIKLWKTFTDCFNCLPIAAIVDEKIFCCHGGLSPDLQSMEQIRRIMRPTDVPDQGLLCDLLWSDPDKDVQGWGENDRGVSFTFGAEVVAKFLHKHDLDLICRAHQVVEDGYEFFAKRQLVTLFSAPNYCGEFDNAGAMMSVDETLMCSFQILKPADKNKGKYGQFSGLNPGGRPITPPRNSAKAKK
CTSL1 counter – counter-screen for PFM18AAP inhibitors: inhibitors of F. hepatica cathepsin L1 | AID 1906 | hit rate 0.49% among 300,000 | recombinant F. hepatica cathepsin L1, Z-Leu-Arg-MCA fluorescence | inhibition, % at 5.96 µM;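 active = inhibition above the mean of all tested compounds plus 3 SD, set per screening campaign, cut at about 17% in these data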;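 note: 0% = plate median of test compound wells and 100% = 1 µM Z-Phe-Ala-diazomethylketone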
Efflux pump mplx – blocks antifungal efflux pumps in multiplex yeast assay; S. cerevisiae Candida pump triplex, Nile Red efflux; inhibition, % at 10 µM; hit rate 0.44% among 330,000; AID 485275;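 active = plate passing quality check with inhibition over a set limit, or well fluorescence over plate mean plus 4 SD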;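 note: Nile Red retained in pooled yeast measured as flow cytometry median fluorescence; 0% = buffer negative control and 100% = Enniatin B positive control; higher means more Nile Red kept so more efflux inhibition; some compounds called inactive have numbers as strong as hits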
EBNA-1 inh – blocks EBNA-1 binding to DNA; hit rate 0.34% among 300,000; AID 1950; EBNA-1 DNA binding, fluorescence polarization; inhibition, % at 14.8 µM; in the data active = inhibition above about 28%
* marks the source's active call; other numbers are inactive results; . = not tested or not shown. A portion of the library; rates above refer to the full screens.

A first look, 2 compounds:
SMILES | HCV core dimer | ZTA counter | TPT1 inhibitor | PREPL inh | PP5 primary | PP1 counter | CTSL1 counter | Efflux pump mplx | EBNA-1 inh
CS(=O)(=O)N(CCc1ccccc1)CC(=O)N1CCCC1 | 0 | -10 | -2 | 0 | 0.1 | -7 | -2 | -0.1 | -2
COc1ccc(N(CC(=O)Nc2ccc(C)c(C)c2)S(=O)(=O)c2c(C)noc2C)cc1 | 10 | 8 | -3 | 27 | 2.4 | 1 | 0 | 0.0 | 3

The listing (from the top)
SMILES | HCV core dimer | ZTA counter | TPT1 inhibitor | PREPL inh | PP5 primary | PP1 counter | CTSL1 counter | Efflux pump mplx | EBNA-1 inh
CS(=O)(=O)N(CCc1ccccc1)CC(=O)N1CCCC1 | 0 | -10 | -2 | 0 | 0.1 | -7 | -2 | -0.1 | -2
COc1ccc(N(CC(=O)Nc2ccc(C)c(C)c2)S(=O)(=O)c2c(C)noc2C)cc1 | 10 | 8 | -3 | 27 | 2.4 | 1 | 0 | 0.0 | 3
CCn1c(SCC(=O)Nc2ccc(NC(=O)c3cccs3)cc2)nnc1-c1cccnc1 | 3 | 2 | 0 | -1 | 2.0 | -2 | 3 | 0.1 | -10
CCOC(=O)c1cccc(NS(=O)(=O)c2ccc(NC(C)=O)cc2)c1 | -4 | -13 | -3 | -2 | 0.8 | 2 | -3 | -0.1 | 9
CC(C)CNS(=O)(=O)c1ccc(C(=O)Nc2ccc3c(c2)OCCO3)cc1 | -3 | 7 | 0 | 12 | 1.4 | 1 | 2 | 0.1 | -2
CC(=O)c1ccc(NC(=O)C2CCN(S(=O)(=O)c3cccs3)CC2)cc1 | -7 | -15 | 0 | -8 | 1.0 | 4 | -4 | 0.1 | -1
COc1cccc(C(=O)CC(=O)C(=O)Nc2cc(Cl)c(OC)cc2OC)c1 | 4 | 5 | 0 | -9 | 3.2 | -2 | 0 | 0.2 | 2
O=C(Nc1ccccc1)c1nsnc1C(=O)Nc1ccccc1 | 7 | 14 | 2 | -18 | 2.6 | 8 | -3 | 0.1 | 5
COc1ccc(-n2c(=S)[nH]c3cc(C(=O)NC4CCCCC4)ccc3c2=O)c(OC)c1 | 0 | 6 | 2 | -5 | -0.9 | 1 | 3 | -0.1 | -2
O=C(COC(=O)c1cccc(S(=O)(=O)N2CCCCCC2)c1)Nc1ccccc1C(F)(F)F | . | 8 | . | 2 | 0.7 | 3 | . | 0.1 | .
Cc1nc(S/C(=C/c2ccc(-c3cc(Cl)ccc3C)o2)C(=O)O)n[nH]1 | -2 | 7 | 13 | 16 | 2.7 | 19* | 5 | 0.2 | 9
Cc1cc(C)n(CC(=O)N/N=C/c2cccs2)n1 | -11 | -8 | 0 | 5 | -2.5 | 3 | 6 | 0.0 | -9
N#Cc1ccc(C(=O)Nn2cnnc2)cc1 | -1 | 7 | -2 | -5 | 2.1 | 1 | -7 | 0.0 | 11
CCOc1ccc(C(=O)CCC(=O)NC(CC(C)C)C(=O)OC)cc1 (centres undefined) | 2 | -3 | 7 | 3 | -1.3 | 4 | 1 | 0.0 | 2
CSc1cccc(NS(=O)(=O)c2ccc3c(c2)oc(=O)n3C)c1 | 2 | 2 | 0 | -6 | 1.6 | -5 | -1 | -0.2 | 8
Cc1ccc(N2CCN(S(=O)(=O)N3CCCCCC3)CC2)cc1Cl | 5 | 0 | 3 | 8 | -0.7 | -5 | -1 | 0.0 | 4
O=C(Nc1ncccn1)C12CC3CC(CC(C3)C1)C2 | -7 | 4 | -3 | 15 | 1.8 | -1 | 1 | -0.2 | 7
O=C(COC(=O)c1cccc(Br)c1)NCCC1=CCCCC1 | 5 | 12 | 1 | -2 | 0.8 | -2 | 5 | 0.0 | 2
Cc1nc2ccc(NC3=NCCCCC3)cc2s1 | 9 | 14 | -1 | -4 | 0.4 | -2 | -3 | 0.0 | 4
O=C(NNc1c2ccccc2nc2ccccc12)c1ccc(O)cc1O | -25 | -3 | 20 | 41 | 1.8 | 0 | -1 | 0.0 | 1

As entered above:
O=C(Nc1ncccn1)C12CC3CC(CC(C3)C1)C2 in HCV core dimer = -7
O=C(NNc1c2ccccc2nc2ccccc12)c1ccc(O)cc1O in ZTA counter = -3

More compounds follow.
SMILES | HCV core dimer | ZTA counter | TPT1 inhibitor | PREPL inh | PP5 primary | PP1 counter | CTSL1 counter | Efflux pump mplx | EBNA-1 inh
S=C(Nc1ccc(Oc2ccccc2)cc1)Nc1cccnc1 | -1 | 11 | -1 | 3 | 1.0 | 1 | -2 | 0.0 | 15
C=CCn1c(SCC(=O)OC)nc2sc3c(c2c1=O)CCN(C)C3 | 4 | 4 | -2 | 2 | 1.7 | 7 | -1 | 0.0 | 10
CCN1CCN(c2cc(C(C)C)nc3c(-c4ccccc4)c(C)nn23)CC1 | 3 | 18 | -4 | 39 | 2.0 | 0 | 5 | -0.1 | 3
CC(=O)Nc1cccc(N2C(=O)CCC2=O)c1 | 0 | 3 | -2 | -8 | -1.5 | -2 | -2 | -0.2 | -5
FC(F)(F)c1cc(C(F)(F)F)c2ccc(N3CCN(c4ccccc4)CC3)nc2n1 | 12 | -3 | -4 | 2 | -0.4 | -5 | 1 | -0.1 | -3
CS(=O)(=O)N(CC(=O)N1CCN(c2ccc(F)cc2)CC1)C1CCCCC1 | -1 | 2 | -1 | 17 | -0.1 | 2 | 0 | 0.1 | 1
OC(CNCC1(N2CCCCC2)CCCCC1)COc1ccc(Cl)cc1Cl (centres undefined) | -4 | -19 | -2 | 39 | -1.1 | -1 | -1 | 0.1 | 10
COc1ccc(-c2nc(CS(=O)CC(=O)NCc3ccccc3)c(C)o2)cc1OC (centres undefined) | -6 | -11 | 1 | -5 | -1.1 | -6 | 4 | -0.1 | -6
CC(c1ccccc1)N1CC(C(=O)N2CCN(c3ccc(F)cc3)CC2)CC1=O (centres undefined) | -23 | 6 | -4 | 29 | 1.5 | -2 | 2 | 0.0 | -7
N#C/C(C(=O)NCc1ccccc1)=C1\SC(CCO)C(=O)N1c1ccccc1 (centres undefined) | 4 | -11 | 5 | 2 | 0.8 | -1 | -1 | 0.1 | 5
CC(C)(C)c1ccc(C(=O)Nc2cccnc2)cc1 | -2 | 9 | 0 | 0 | 0.2 | 0 | 1 | 0.2 | -3
OCC(O)C1OC(Nc2ccc(Cl)cc2)C(O)C1O (centres undefined) | 1 | 4 | -5 | 0 | 0.4 | -1 | -2 | 0.0 | 11
Cc1cccc(NC(=O)CSc2ncnc3c2oc2ccccc23)c1 | 7 | 10 | 1 | -2 | 2.4 | 5 | -2 | -0.2 | -1
COc1ccccc1CNC(=O)c1cc(C(C)C)nc2ccccc12 | -5 | -5 | 1 | 14 | -0.5 | -2 | 3 | 0.0 | -9
CC(=O)OCc1nc2ccccc2s1 | -2 | 13 | 2 | 0 | 2.4 | -1 | 3 | 0.4 | 2
COc1ccc(CN(C(=O)c2ccco2)c2ccc(C)c(C)c2)cc1 | 16 | -6 | 3 | -7 | 2.0 | -7 | -5 | 0.4 | -12
COc1cc(/C=N\NC(=O)C2CC3C=CC2C3)ccc1O (centres undefined) | -5 | -20 | 0 | 11 | 1.2 | 0 | -2 | 0.0 | 7
Cc1ccc(NC(=S)/N=C(\N)Nc2nc(C)c3ccccc3n2)cc1C | 11 | -23 | -1 | 11 | 4.3 | 10 | 2 | -7.4 | 6
O=[N+]([O-])c1cccc(-c2n[nH]c(=S)n2-c2ccccc2)c1 | -1 | 4 | 1 | 8 | -3.9 | -5 | 2 | -0.1 | -1
CCn1c(CC(=O)Nc2ccc(C)c(Cl)c2)nnc1SCCOc1ccc(OC)cc1 | 3 | 4 | 0 | 13 | 2.2 | 0 | 0 | 0.9 | -3
COc1ccc(CCNC(=O)CN(c2cc([N+](=O)[O-])ccc2OC)S(C)(=O)=O)cc1OC | 2 | -11 | -3 | 11 | -1.3 | 3 | 1 | 0.0 | 7
O=C(Nc1ccc(NC(=S)NC(=O)c2cccs2)cc1)c1ccco1 | -2 | 5 | -2 | 1 | 0.8 | 3 | 3 | -0.1 | 7
Cc1ccc(NC(=O)CSc2nnc([C@@H]3CCCN3C(=O)OC(C)(C)C)o2)c(C)c1 | 0 | 3 | -8 | 21 | -0.3 | 0 | 3 | -0.3 | 4
COCCNC(=O)c1c(CS(=O)(=O)c2ccccc2)noc1C(=O)NCc1ccccc1 | 1 | -6 | 0 | 10 | 1.3 | -1 | -2 | . | 3
O=C(CCc1ccccc1)Nc1ccc2ccccc2n1 | -2 | 7 | 3 | -7 | 4.6 | -2 | -1 | 0.2 | 5
CCOc1ccc(NC(=O)C2C3C=CC4(CN(C(C(=O)OC)C(C)C)C(=O)C24)O3)cc1 (centres undefined) | 1 | -4 | -2 | 2 | 2.1 | -5 | -2 | 0.1 | -2
Cc1ccc(C)c(OCC(=O)OCC(=O)Nc2c(C)nn(-c3ccccc3)c2C)c1 | -5 | -2 | -7 | 28 | -2.2 | -1 | -10 | -0.2 | 6
CCOC(=O)N1CCN(C(=O)C2CCN(c3ncnc4c3sc3cccc(F)c34)CC2)CC1 | 15 | -10 | 7 | 9 | -6.3 | 1 | 5 | 0.0 | 2
COc1ccc(-c2cc(C(F)(F)F)n3nc(C)cc3n2)cc1 | 2 | -25 | -4 | 4 | 1.9 | 2 | -4 | 0.3 | -2
Cc1ccc(S(=O)(=O)CCc2nc3ccccc3[nH]2)cc1 | -4 | 19 | 2 | 1 | 0.7 | -4 | 9 | 0.0 | 5
CCOc1ccc(NC(=O)CSc2nnc(C3CC3)n2C)cc1S(=O)(=O)N1CCCCC1 | . | -11 | . | 14 | 2.9 | -2 | . | 0.4 | .
CC(C)C(C)N(Cc1cccc(C(=O)O)c1)C(=O)c1ccc2ccccc2n1 (centres undefined) | 0 | -8 | 1 | 1 | 3.6 | 2 | -1 | -0.2 | -10
COc1ccc(C(=O)NNC(=O)Cn2nnc(-c3ccc(OC)c(OC)c3)n2)cc1 | 10 | -7 | -1 | -2 | -3.0 | -1 | 2 | 0.1 | 4
CCC(C)n1cnc2c(=O)oc3ccccc3c21 (centres undefined) | -3 | 11 | -1 | 0 | -0.4 | 0 | -1 | -0.1 | 8
CCCOc1cccc(C(=O)Nc2cccc3ncccc23)c1 | 10 | 7 | -3 | 3 | -2.4 | -2 | 4 | 0.1 | 0
CC(=O)c1ccc(N2CCN(S(=O)(=O)c3ccc4ccccc4c3)CC2)cc1 | . | 7 | . | -31 | 6.0 | 5 | . | 0.4 | .
O=C1CC(=O)Nc2cc(S(=O)(=O)Nc3ccc(F)cc3Cl)ccc2N1 | 1 | 2 | -2 | 3 | -1.2 | 0 | 0 | -0.1 | 2
Cc1ccnc(SCC(=O)Nc2sc3c(c2C#N)CCC(C(C)(C)C)C3)n1 (centres undefined) | -4 | 0 | -1 | 10 | 2.4 | 2 | -1 | 0.2 | 6
O=C(CCn1c(=O)oc2ccccc21)Nc1cccc(Br)c1 | 9 | 14 | -1 | -25 | 0.3 | 0 | 2 | 0.0 | 15
O=C(COc1ccc(CO)cc1Cl)Nc1ccc(F)cc1 | -2 | -12 | -3 | -12 | -3.2 | -6 | 1 | -0.1 | 2
CCNC(=O)COC(=O)c1cc(C)nc2ccccc12 | -2 | 9 | 1 | -3 | -0.7 | -2 | -5 | 0.0 | 7
O=C(O)CCN1C(=O)C2C3c4ccccc4C(c4ccccc43)[C@@H]2C1=O (some centres undefined) | -1 | 13 | 2 | 2 | -0.7 | -6 | 0 | -0.2 | 1
O=S(=O)(NCc1ccccn1)c1cc(Cl)ccc1Cl | 8 | 6 | 1 | -11 | 3.8 | 2 | 0 | 0.1 | 1
